Screens deposited in PubChem by National Center for Advancing Translational Sciences (NCATS).
FBPA Giardia inh: qHTS Assay for Inhibitors of Fructose-1,6-bisphosphate Aldolase from Giardia Lamblia. 290,000 compounds, 0.71% hits. AID 2451, 2010. purified Giardia FBPA. Potency, µM (series often up to 59.6 µM), without a hit: at the highest dose activity, negative = inhibition, usual class: inhibitors; further: potency means the concentration at half of the fitted maximal effect; on the % scale 0 is the no-effect control and ±100 the full control effect; nearly all actives have a fitted effect of over 55% in size
Target sequence (A8B2U2 whole entry, looked up): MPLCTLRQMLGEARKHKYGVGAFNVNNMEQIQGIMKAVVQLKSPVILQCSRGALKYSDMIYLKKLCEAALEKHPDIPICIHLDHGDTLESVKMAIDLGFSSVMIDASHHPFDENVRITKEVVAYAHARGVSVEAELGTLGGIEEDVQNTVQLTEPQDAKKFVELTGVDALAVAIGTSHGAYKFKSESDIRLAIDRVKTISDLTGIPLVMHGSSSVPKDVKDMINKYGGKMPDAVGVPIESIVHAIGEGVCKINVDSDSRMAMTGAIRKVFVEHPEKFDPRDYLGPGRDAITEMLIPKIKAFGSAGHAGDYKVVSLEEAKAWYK
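Giardia FBPA (40 nM reagent) was preincubated 10 min at RT with compound (up to 57.5 uM final), then substrate plus GAPDH/TPI/NAD/arsenate coupling system with diaphorase/resazurin was added; resorufin fluorescence (525/598 nm) was read after 20 min.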
Shiga inhibitor: A qHTS for Small Molecule Inhibitors of Shiga Toxin. Vero cells, Shiga toxin protein synthesis inhibition reporter. inhibition, % at 38.7 µM. 290,000 compounds, 9.2% hits. AID 2315, 2010; in the data active means inhibition mostly above about 28%, no sharp cut-off; inactive means mostly below about 43%; further: 0% is about no effect
Pf growth 48h: Primary qHTS for delayed death inhibitors of the malarial parasite plastid, 48 hour incubation; P. falciparum luciferase growth in erythrocytes, 48 h; 310,000 compounds, 5.9% hits; Potency, µM (top dose mostly 28.7 µM), for inactives: at the top dose activity change, negative = inhibition, usual class: inhibitors; AID 504832, 2011; further: potency means the concentration at half of the fitted maximal effect; on the % scale 0 is the no-effect control and ±100 the full control effect
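Luciferase-expressing parasites in RBCs, 2% Hct / 0.1% parasitemia final; RPMI 1640 + 0.5% Albumax; 37 C, 5% CO2, one generation; luminescence read-out, lower signal = inhibition.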
Pf growth 96h: Primary qHTS for delayed death inhibitors of the malarial parasite plastid, 96 hour incubation | Potency, µM (titrated, usually from 28.7 µM), for the others: top-dose activity change, negative = inhibition, most hits filed as inhibitors | P. falciparum luciferase reporter growth, 96 h | AID 504834, 2011 | 320,000 compounds, 6.9% hits; further: potency means the concentration at half of the fitted maximal effect; on the % scale 0 is the no-effect control and ±100 the full control effect
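Plates of compound plus infected erythrocytes (2% hematocrit, 0.05% parasitemia final) incubate 96 hours, 37 C, 5% CO2. Detection reagent added; reduced luminescence from the parasites' luciferase reporter flags inhibition.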
CHX counter: Cycloheximide Counterscreen for Small Molecule Inhibitors of Shiga Toxin | cell reporter, cycloheximide protein synthesis inhibition counterscreen | max response, % | 300,000 compounds, 12% hits | AID 2314, 2010; in the data active means max response mostly above about 13%, no sharp cut-off; inactive means mostly below about 14%; further: read at 38.3 µM for the half of the compounds with a filed dose; 0% is about no effect
HCV inh: qHTS Assay for Inhibitors of Hepatitis C Virus (HCV). Huh7.5.1 HCVcc-Cre infection, luciferase reporter, 44 h. Potency, µM (titrated, usually from 41.8 µM), for inactives: top-dose activity change, negative = inhibition, hits mostly inhibitors. 340,000 compounds, 3.4% hits; further: potency means the concentration at half of the fitted maximal effect; on the % scale 0 is the no-effect control and ±100 the full control effect
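Infectious HCV cell culture screen: compound-treated cells (1,000/well, pre-plated 4 h) are infected with HCVcc-Cre at roughly 0.5 moi and grown 44 h. Infection is quantified by luciferase signal after 15 min substrate incubation at room temperature.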
* hit, by the source's call; ? = inconclusive; · = not tested or not shown; & = joins results of further samples; [ ] = another dose, or the depositor's remark. Unless noted, the call rests on the fitted dose curve; in most records, active means well fitted curve in the direction sought with a large enough effect; inconclusive means small, poorly fitted or top-dose-only effect, or another doubt; inactive means no such curve, though single readings can be large; an effect the other way counts as inactive or inconclusive.

1) CC(C)N(Cc1ccccc1)C(=O)CC(=O)N(Cc1ccccc1)C(C)C
2) CC(C)C(C(=O)Nc1ccncc1)c1ccc(Cl)cc1 (stereo unspecified)
3) COc1cccc(C2CC(=O)Nc3cc(OC)c(OC)c(OC)c32)c1OC (stereo unspecified)
4) CCNC(=O)C/C(C)=N/NC(=O)C12CC3CC(CC(C3)C1)C2
5) CCCCCCCCCCCCC/C=C/[C@@H](O)[C@@H](N)CO
6) CC(CNS(=O)(=O)c1ccc(Br)cc1)CN(C)C (stereo unspecified)
7) Cc1ccc(NC(=O)c2cccc(S(=O)(=O)N3CCN(C)CC3)c2)cc1F
8) CCCCNC(=O)Cn1nc([N+](=O)[O-])c([N+](=O)[O-])c1C

compound no.,1,2,3,4,5,6,7,8
FBPA Giardia inh,2%,·,-28%,-3%,-3%&0%,2%,0%,0%
Shiga inhibitor,-4,-14,21,41,·,23,9,2
Pf growth 48h,3%,3.3µM*,-3%,?,9%,66%[activator],?,4%
Pf growth 96h,-8%,1.5µM*,333%[activator],?,13%,34%[activator],?,?
CHX counter,-2,1,11,20*,·,-2,1,-2
HCV inh,17%,?,3%,-3%,10%,6%,13µM*,11%

9) CC(CCc1ccccc1)NC(=O)CCNS(=O)(=O)c1ccccc1C(F)(F)F (stereo unspecified)
10) O=C(CSC(=S)N1CCCC1)N(Cc1nnc(-c2ccccc2Cl)o1)C1CC1
11) COc1ccc(-n2c(=S)[nH]c3cc(C(=O)NCc4ccc(F)cc4)ccc3c2=O)c(OC)c1
12) O=C(/C=N/O)Nc1ccc(F)cc1
13) CC(=O)c1ccc(C(C)(C)c2ccc(C(C)=O)s2)s1
14) CC(C)Cc1nnc(NC(=O)CCC(=O)N2CCOCC2)s1
15) CC(O)CNCCCOc1ccc(Cl)cc1C(C)(C)C (stereo unspecified)
16) CCC(C(=O)NC1CC1)n1nc(C)c2c(C)n(-c3ccccc3)nc2c1=O (stereo unspecified)

compound no.,9,10,11,12,13,14,15,16
FBPA Giardia inh,·,·,6%,0%,1%,3%,?,·
Shiga inhibitor,·,·,11,-17,10,-4,-14,-6
Pf growth 48h,?,?,-26%,7%,?,4%,?,-10%
Pf growth 96h,-73%,?,16%,31%[activator],12µM*,·,64%[activator][5.75 µM],?
CHX counter,·,·,4,-3,1,-1,-2,-4
HCV inh,?,-1%,?,19%,?,6%,11µM*,-1%

17) Cc1cccc(CNC(=O)C2CCC(=O)N(Cc3ccccc3F)C2)n1 (stereo unspecified)
18) COc1ccc(CCNC(=O)CC2Nc3cc(C)c(C)cc3NC2=O)cc1OC (stereo unspecified)
19) CN(CC(=O)Nc1ccccc1Cl)C(=O)COC(=O)c1ccc(S(=O)(=O)C(F)F)cc1
20) CC1CN(S(=O)(=O)c2cccc(C(=O)OCC(=O)Nc3ccc4c(c3)OCO4)c2)CC(C)O1 (stereo unspecified)
21) Cc1nc(-c2cn[nH]c2-c2ccc(O)cc2O)cs1
22) Cc1cccc(-c2cc3c(nn2)-c2ccccc2C3=O)c1
23) CC(C(=O)Nc1ccc(F)cc1Cl)N(C)CCOc1ccccc1 (stereo unspecified)
24) COc1ccc(Cl)cc1NC(=O)COC(=O)C1CC1

compound no.,17,18,19,20,21,22,23,24
FBPA Giardia inh,-18%,-18%,·,0%,4%,-27%,11%,·
Shiga inhibitor,-8,-9,·,14,7,48*,-6,·
Pf growth 48h,-2%,13µM*,?,?,13%,1.3µM*,3%,8%
Pf growth 96h,?,·,6%,?,-21%,·,42%[activator],22%
CHX counter,-1,-4,·,1,-2,30*,-1,·
HCV inh,2%,-8%,11%,24%,-1%,-11%,-21%,?

25) NC(=O)c1nn2c(C(F)(F)F)cc(-c3ccccc3)nc2c1Br
26) CCc1nccn1CCC(=O)N1CCCC(N2CCN(c3ccccc3F)CC2)C1 (stereo unspecified)
27) NS(=O)(=O)c1cc(C(=O)OCC(=O)Nc2ccccc2[N+](=O)[O-])ccc1Cl
28) COc1ccc(-c2cc(C(F)(F)F)nc(S(C)(=O)=O)n2)cc1
29) Cc1ccc(NC(=O)C2c3ccccc3Oc3ccccc32)c(C)c1
30) CC(=O)N1CCc2cc(Br)cc(S(=O)(=O)NCCN3CCCCC3C)c21 (stereo unspecified)
31) CS(=O)(=O)N(CC(=O)Nc1cccc([N+](=O)[O-])c1)c1cccc(F)c1
32) CNC(=O)Cn1nc(-c2ccc(C)cc2)c2ccccc2c1=O

compound no.,25,26,27,28,29,30,31,32
FBPA Giardia inh,13%,-14%,1%,1%,4%,2%,1%,1%
Shiga inhibitor,-4,-3,10,-15,-3,-10,14,-6
Pf growth 48h,9%,-22%,28%,·,10%,-1%,0%,5%
Pf growth 96h,?,41%[activator],25%,?,0%,14%,21%,0%
CHX counter,-1,15,6,-1,2,-3,-8,-1
HCV inh,0.89µM*,-16%,-5%,?,-1%,-16%,-8%,15%

33) COc1cc(SC)ccc1C(=O)NCC1CCCCC1
34) O=C1CN(C(=O)c2ccco2)c2ccccc2N1
35) CCOC(=O)c1c(/N=C/C2C(=O)NC(=O)NC2=O)sc2c1CCC2
36) COc1ccc(S(=O)(=O)N2CCOCC2)cc1NC(=O)CN(C)Cc1c(F)cccc1Cl
37) CCOC(=O)N1CCC(NC(=O)Cn2cc3c(n2)CCCCC3)CC1
38) CC(=O)NCCC1CCN(C(=O)C2CCC(=O)N(C3CCCC3)C2)CC1 (stereo unspecified)
39) Clc1ccc(C2Nc3ccccc3-n3cccc32)cc1 (stereo unspecified)
40) CCCCCCn1c(SCC(=O)Nc2cc(C)on2)nc2ccccc2c1=O

compound no.,33,34,35,36,37,38,39,40
FBPA Giardia inh,11%,-2%,-12%,-5%,20%,·,2%,3%
Shiga inhibitor,75*,-5,-4,4,-6,-5,41,-11
Pf growth 48h,?,-19%,-6%,7.4µM*,43%[activator],8%,-6%,?
Pf growth 96h,?,36%[activator],62%[5.75 µM],?,1%,?,-30%,6.6µM*
CHX counter,28*,-4,9,-1,5,18,6,2
HCV inh,-1%,13%,4%,?,-1%,-8%,?,?

41) O=C(Cn1cc2c(n1)CCCCC2)NCCN1CCOCC1
42) CCOC(=O)C1=C(N)Oc2ccc3ccccc3c2C1c1cccc(O)c1 (stereo unspecified)
43) O=C(CCC1CCCN(C(=O)C2CCCC2)C1)NCc1ccc(F)c(F)c1 (stereo unspecified)
44) COc1cc2c(cc1OC)[C@@H]1Cc3ccc(OC)c(OC)c3CN1CC2
45) O=C(CCNC(=O)c1ccco1)Nc1ccc(OC(F)(F)F)cc1
46) COc1ccc(Cc2c(C)nc(N)nc2Cl)cc1
47) C#CCOCCOCCOCCNc1nc(N2CCN(C(=O)[C@H]([C@@H](C)CC)n3cc([C@@H](N)CO)nn3)CC2)nc(N2CCN(C(=O)[C@H]([C@@H](C)CC)n3cc([C@@H](N)CO)nn3)CC2)n1
48) CCCCNC(=O)CCn1nc(-c2ccccc2)ccc1=O

compound no.,41,42,43,44,45,46,47,48
FBPA Giardia inh,1%,1%,0%,?,·,4%,0%,3%
Shiga inhibitor,11,5,28,-3,12,-5,-3,12
Pf growth 48h,4%,?,?,?,?,-1%,64%[activator],17%
Pf growth 96h,-2%,-15%,-6%,?,-20%,?,18%,?
CHX counter,-4,-1,12,1,21,-5,3,-3
HCV inh,-20%,?,-16%,?,10%,4%,·,19%

49) COC(=O)CSc1ccc(S(=O)(=O)N2CCC(C)CC2)cc1[N+](=O)[O-]
50) CCCCn1c(SCC(=O)Nc2nnc(C)s2)nnc1-c1ccoc1C
51) COc1cccc(-c2noc(-c3ccc(Br)o3)n2)c1
52) COc1ccc(Cl)cc1NC(=O)CSc1nnc(CN2CCOCC2)n1-c1ccc(Cl)cc1
53) Cc1ccc(CNC(=O)CS(=O)Cc2nc(-c3cccs3)oc2C)cc1 (stereo unspecified)
54) O=C(COc1ccc(-n2cnnn2)cc1)Nc1ccccc1OC(F)F
55) Cc1ccccc1NC(=O)c1cc(S(=O)(=O)N2CCOCC2)cn1C
56) CCCN(CC(=O)Nc1ccccc1C)C(=O)c1nn(CC)c(=O)c2ccccc12

compound no.,49,50,51,52,53,54,55,56
FBPA Giardia inh,2%,0%,-6%,-2%,-4%,·,3%,·
Shiga inhibitor,-10,-12,109*,-20,-15,·,-3,·
Pf growth 48h,7%,7%,101%[activator],?,·,3%,-6%,?
Pf growth 96h,2%,-9%,33%[activator],·,-35%,?,58%[activator],?
CHX counter,-4,-4,32*,-1,-5,·,-1,·
HCV inh,26%,2%,?,-19%,-15%,?,11%,-2%

57) Fc1cc(F)cc(NC(=S)NCCCN2CCOCC2)c1
58) O=C(COC(=O)/C=C/c1ccco1)NCc1ccco1
59) CCc1ccc(OCC(=O)N/N=C(\C)c2ccccc2OC(F)F)cc1
60) CCCCNC(=O)C(=O)c1ccccc1NC(C)=O
61) O=C(CNCc1ccccc1)Nc1ccc(Oc2ccccc2)cc1
62) O=c1c2cnn(-c3ccccc3)c2nnn1Cc1ccccn1
63) Cc1ccc(C)c(N2CCN(S(=O)(=O)c3ccc4c(c3)CC(C)N4C(=O)C3CC3)CC2)c1 (stereo unspecified)

compound no.,57,58,59,60,61,62,63
FBPA Giardia inh,8%,0%,-1%,-2%,1%,5%,-7%
Shiga inhibitor,-5,2,-7,11,32,17,-2
Pf growth 48h,26%,19%,?,54%[activator],-8%,0%,?
Pf growth 96h,?,13%,?,?,37%[activator],98%[activator],-1%
CHX counter,-2,9,4,10,2,6,-3
HCV inh,18%,15%,?,-2%,-22%,-2%,?
